# IL2 activator – activates IL-2 in a cell-based reporter assay; AID 652025; 360,000 compounds, 0.065% hits; activation, % (series mostly up to about 46 µM); IL-2 activation reporter assay, cell-based qHTS; stimulated with anti-CD3/CD4/CD28 beads; in transgenic mouse T cells; in the data active = activation above about 50%; inconclusive = mostly about 30% to 49%; also: 0% is about no effect
#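 Readout: EGFP and DsRed signals by fluorescent plate cytometry. Unstimulated transgenic mouse T cells received compound 60 min before antibody-bead stimulation, then incubated 18 h at 37 degrees C.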
# TGFb inhibitor – blocks TGF-b signaling | Potency, µM (highest dose often 46.1 µM), without a hit: at the highest dose activity, negative = inhibition, hits mostly inhibitors | 410,000 compounds, 1.2% hits | HepG2 CAGA-GFP TGF-b/SMAD3 reporter, GFP fluorescence, 18 h; TGF-beta stimulated, 500 pg/mL final; also: potency is read from the fitted curve at half-maximal effect; % is scaled to controls: 0 for no effect and ±100 for the full control effect; nearly all actives have a fitted effect of over 65% in size
#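 HEPG2 CAGA-GFP, 1000 cells/well; 2 h settle, 37 C; cpd via pin tool; TGF-b 500 pg/mL final; 18 h, 37 C; GFP imaging ex488/em500-530; %Activity normalised to -TGF-b and +DMSO controls; CRC fit, curve class.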
# EPAC2 agonist – EPAC2 (human) agonism; Q8WZA2; EPAC2 activation, biochemical qHTS; response scale: 100% = 6.5 mM cAMP response; Potency, µM (series often up to 154 µM), for inactives: at the highest dose activation, usual class: activators; 360,000 compounds, 0.079% hits; AID 720711; also: potency is read from the fitted curve at half-maximal effect; nearly all actives have a fitted effect of over 50% in size
# Target sequence (Q8WZA2 whole entry, looked up): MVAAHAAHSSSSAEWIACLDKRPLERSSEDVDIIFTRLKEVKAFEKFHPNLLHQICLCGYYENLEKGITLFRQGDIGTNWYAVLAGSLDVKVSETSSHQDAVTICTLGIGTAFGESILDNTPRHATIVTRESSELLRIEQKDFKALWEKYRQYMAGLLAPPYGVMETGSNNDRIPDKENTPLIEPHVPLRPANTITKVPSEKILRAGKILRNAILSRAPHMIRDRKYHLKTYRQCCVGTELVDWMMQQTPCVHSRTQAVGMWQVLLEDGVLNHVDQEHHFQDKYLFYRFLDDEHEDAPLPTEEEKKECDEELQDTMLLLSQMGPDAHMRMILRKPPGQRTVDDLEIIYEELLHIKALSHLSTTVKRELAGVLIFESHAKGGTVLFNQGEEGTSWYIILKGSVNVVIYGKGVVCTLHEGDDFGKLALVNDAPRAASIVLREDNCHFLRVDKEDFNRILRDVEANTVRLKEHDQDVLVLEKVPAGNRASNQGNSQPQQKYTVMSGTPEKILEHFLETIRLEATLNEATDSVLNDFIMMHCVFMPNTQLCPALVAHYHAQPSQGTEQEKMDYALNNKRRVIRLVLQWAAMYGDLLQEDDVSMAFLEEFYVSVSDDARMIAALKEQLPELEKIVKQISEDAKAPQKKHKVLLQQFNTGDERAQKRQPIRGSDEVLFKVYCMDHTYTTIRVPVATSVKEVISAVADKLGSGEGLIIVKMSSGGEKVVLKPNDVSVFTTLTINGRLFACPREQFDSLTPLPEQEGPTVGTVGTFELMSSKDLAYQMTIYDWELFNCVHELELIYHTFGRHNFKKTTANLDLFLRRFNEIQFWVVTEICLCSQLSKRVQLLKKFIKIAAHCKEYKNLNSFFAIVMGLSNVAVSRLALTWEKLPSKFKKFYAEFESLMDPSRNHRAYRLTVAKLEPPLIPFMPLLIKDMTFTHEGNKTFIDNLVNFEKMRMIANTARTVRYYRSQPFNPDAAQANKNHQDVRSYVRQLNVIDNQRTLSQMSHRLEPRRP
#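 qHTS, titration series. 100 nM EPAC2 / 250 nM Rap1B-BODIPY-GDP / 50 uM GDP; RT; ex 480/em 540 nm, 5-min reads to 30 min. Norm. to 6.5 mM cAMP = activation.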
# ATXN viability – reduces viability in counter-screen for ATXN expression inhibitors. S2 cells (HEK-293 line with an ATXN2-luciferase reporter) viability, CellTiter-Fluor protease fluorescence, 24 h. Potency, µM (titrated, usually from 56.7 µM), usual class: cytotoxic. 400,000 compounds, 0.49% hits. AID 651635; also: potency is read from the fitted curve at half-maximal effect; nearly all actives have a fitted effect of over 40% in size
# Nrf2 ARE act – activators of Nrf2 (ARE) signaling; AREc32 ARE-luciferase reporter (MCF7-derived line), luminescence, 24 h; Potency, µM (series often up to 46.1 µM), for inactives: top-dose activation, usual class: activators; 410,000 compounds, 0.31% hits; AID 624171; also: potency is read from the fitted curve at half-maximal effect; % of control where 0% means no effect; nearly all actives have a fitted effect of over 65% in size
#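 Reporter line AREc32 (ARE-Fluc), seeded overnight in OPTI-MEM with 5% FBS; compound pin-transferred, 24 hr at 37 deg C, 5% CO2; luminescent read-out.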
# A549 viability – counter-screen for Nrf2 inhibitors: cytotoxicity in A549 cells; A549 ARE-Fluc cells, CellTiter-Fluor viability, 18-24 h; Potency, µM (top dose mostly 46 µM), without a hit: at the highest dose activity change, negative = cytotoxicity, hits mostly inhibitors; 390,000 compounds, 0.16% hits; also: potency is read from the fitted curve at half-maximal effect; % is scaled to controls: 0 for no effect and ±100 for the full control effect
#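 A549 ARE-Fluc cells in 5% FBS OPTI-MEM, 5000 cells/well, rested 2 h then exposed to compounds in concentration-response for 18-24 h at 37 °C. Viability by CellTiter-Fluor fluorescence (Ex 405/Em 525) after 30 min; luciferase luminescence (BugLite, 15 min, RT) read afterwards.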
# HepG2 viability – counter-screen for TGF-b inhibitors: cytotoxicity in HepG2 cells; Potency, µM (highest dose often 46.1 µM), for the others: at the top dose activity change, negative = cytotoxicity, hits mostly cytotoxic; AID 588856; 410,000 compounds, 0.76% hits; HepG2 CAGA-GFP viability, ATP luminescence, 18 h; also: potency is read from the fitted curve at half-maximal effect; some results filed as inactive show a strong effect at the top dose
#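 CellTiter-Glo luminescence gave cytotoxicity after 18 hours at 37 degrees C. The cells were HepG2 CAGA-GFP in 1% FBS DMEM, stimulated with 500 pg/mL TGF-beta after compound addition. %Activity was normalised to no-cell wells (complete cell-killing) and DMSO (no toxicity), and curves were fitted and classified.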
# Nrf2 inh – inhibitors of Nrf2 signaling; A549 ARE-Fluc reporter, luciferase luminescence, 18-24 h; Potency, µM (doses to about 46 µM), for inactives: at the highest dose activity change, negative = inhibition, usual class: inhibitors; 360,000 compounds, 2.1% hits; AID 504444; also: potency is read from the fitted curve at half-maximal effect; % is scaled to controls: 0 for no effect and ±100 for the full control effect; nearly all actives have a fitted effect of over 60% in size
#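 Concentration-response testing used A549 ARE_Fluc cells at 5000 cells/well. Following an 18-24 h compound incubation, viability was read by fluorescence (Ex 405/Em 525) and luciferase output by luminescence.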
# ATXN2 expr inh – reduces ATXN2 reporter expression in HEK-293 cells | 360,000 compounds, 0.72% hits | HEK-293 ATXN2-luciferase reporter, luminescence, 24 h | Potency, µM (titrated, usually from 57 µM), for inactives: top-dose activity change, negative = inhibition, actives largely listed as inhibitors; also: potency is read from the fitted curve at half-maximal effect; % is scaled to controls: 0 for no effect and ±100 for the full control effect; nearly all actives have a fitted effect of over 55% in size
#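 qHTS (up to 57 uM final) was run with 24 h compound exposure of reporter cells at 37 °C. Each well was multiplexed: SteadyGlo luminescence measured ATXN2-luciferase expression after a fluorogenic Gly-Phe-AFC viability readout (25 uM final).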
# Numbers without * were called inactive; i = inactive; ? = inconclusive; / = not tested or not shown; [ ] = remark or other dose. Unless noted, calls follow the shape of the dose curve; as a rule, active = well fitted curve in the direction sought with a large enough effect; inconclusive = small, poorly fitted or top-dose-only effect, or another doubt; inactive = no such curve, though single readings can be large; an effect the other way counts as inactive or inconclusive.
SMILES,IL2 activator,TGFb inhibitor,EPAC2 agonist,ATXN viability,Nrf2 ARE act,A549 viability,HepG2 viability,Nrf2 inh,ATXN2 expr inh
CCCCN(C)S(=O)(=O)c1ccc(C(=O)Nc2nnc(CSC)o2)cc1,-3.4,-9%,5%,i,-0.5%,-20%,-14%,10µM*,?
CN(C)S(=O)(=O)c1ccc(Cl)c(NC(=O)COC(=O)C2CCCO2)c1 (stereo not given),-0.1,-9%,8%,i,-0.3%,19%,4%,0%,/
Cc1cc(=O)oc2cc(O)cc(O)c12,-0.2,0%,4%,?,4.1%,0%,-8%,/,-9%
COc1ccc(NC(=O)c2ccc(OC(=S)N(C)c3ccc(OC)cc3)cc2)cc1,-3.0,-15%,-4%,?,-0.7%,-12%,-8%,?,-38%
Cc1ccc(CCNC(=O)CN(c2ccc(C(C)C)cc2)S(=O)(=O)c2c(C)nn(C)c2C)cc1,/,-24%,/,/,0.3%,6%,-6%,-8%,/
O=C(Nc1cccc(-c2nnc(-c3ccco3)o2)c1)c1ccccc1,-0.4,4%,-4%,i,2.5%,2%,-16%,?,-16%
CCCCOC(=O)c1ccc(NC(=O)CSc2nnnn2C)cc1,0.1,1%,2%,i,0.4%,8%,-43%,?,-4%[11.3 µM]
CC(=O)c1cccc(NC(=S)NC(=O)c2ccc(C)cc2Cl)c1,-0.1,-4%,4%,i,0.2%,-2%,0%,8%,/
CCOc1cccc(C2Nc3ccccc3-c3cc(C)nn32)c1O (stereo not given),/,-10%,/,i,4.7%,-2%,-9%,?,7%
COc1ccc(NC(=O)CCCCCN2C(=O)CCC2=O)cc1Cl,-2.6,-1%,1%,?,-0.6%,-5%,1%,12%,-6%
CN(CC(=O)Nc1cccc(F)c1)C(=O)c1cc([N+](=O)[O-])ccc1N1CCOCC1,-0.6,2%,1%,i,-0.6%,-12%,-3%,9%,8%
CC(C)Oc1ccc(C(=O)N2CCCc3ccccc32)cc1,-0.7,-10%,15%,i,0.6%,-3%,-13%,-4%,4%
COc1cc(C(CCN2CCCCC2)c2c(OC)cc(OC)c3c(C)cc(=O)oc23)cc(OC)c1OC (stereo not given),-0.5,-29%,6%,i,6.2%,-15%,-11%,8%,0%
Cc1cccc2c1N(Cc1ccccc1OCCC(C)C)C(=O)C2=O,/,/,/,/,0.0%,4%,-7%,?,/
C/C(=N\NC(=O)c1cccc(Br)c1)c1cccc(NC(=O)c2ccc(C)o2)c1,-0.9,-5%,1%,i,-0.2%,3%,-30%,6%,13%
O=C(O)CCCC(=O)N(Cc1ccccc1)Cc1ccccc1,-1.4,1%,20%,i,0.4%,4%,1%,17%,0%
Oc1ccc(Br)cc1CNc1ccccn1,-1.3,-13%,2%,i,3.8%,1%,-10%,12%,11%
CCN(Cc1nc(-c2cccc(C)c2)no1)C(=O)c1ccc2c(c1)OCO2,0.0,-27%,25%,i,1.4%,3%,-23%,-1%,8%
CCOC(=O)N1CCc2c(sc3c2c(=O)n(Cc2ccccc2)c(=O)n3Cc2ccccc2Cl)C1,/,0%,/,/,-1.1%,4%,6%,?,/
O=c1[nH]c(=S)[nH]nc1Cc1ccccc1,-2.1,-5%,8%,i,0.2%,-10%,-6%,0%,-1%
Cc1c(CCCC(=O)O)sc(N)c1C(=O)c1cccc(C(F)(F)F)c1,-0.2,2%,3%,i,5.6%,-8%,3%,-21%,8%
C#CCN(C[C@H]1[C@H](OC(=O)NC2CC2)[C@H](OC(=O)NC2CC2)C[C@@H](C(=O)OC)[C@H]1C(=O)OC)S(=O)(=O)c1ccc(C)cc1,3.8,1%,3%,?,1.1%,/,-4%,/,1%
CCCCn1cc(S(=O)(=O)c2ccccc2)c(=O)c2cc(F)c(N3CCN(CCC)CC3)cc21,/,-2%,/,/,-0.8%,-11%,14%,-7%,/
CCC(c1nnnn1C1CCCC1)N1CCC(C(N)=O)CC1 (stereo not given),0.2,2%,16%,i,3.3%,3%,-23%,4%,-19%
Cc1c(NS(=O)(=O)c2cccc(C(=O)NCc3ccccc3Cl)c2)c(=O)n(-c2ccccc2)n1C,0.0,-19%,-1%,i,-0.8%,-1%,-3%,-8%,-9%
CCN(C(=O)COC(=O)CNC(=O)C12CC3CC(CC(C3)C1)C2)C1CCS(=O)(=O)C1 (stereo not given),0.1,14%,7%,i,-1.0%,1%,-8%,?,/
C=CCNCCCOc1ccc(Cl)cc1C(C)(C)C,-6.2,?,-1%,i,3.8%,0%,-66%,0%,-24%
COc1ccc(OC)c(S(=O)(=O)NC2CC(=O)N(c3cccc(F)c3)C2)c1 (stereo not given),1.0,1%,4%,i,-0.2%,-2%,6%,14%,6%
COCCn1c(CCc2ccccc2)n[nH]c1=S,-0.6,9%,1%,i,-1.0%,-1%,-32%,-7%,-8%
CN(C)C1C(=O)c2ccccc2C1=O,-0.1,3%,-6%,i,0.7%,3%,3%,10%,15%

# Shown with values under each structure: part of the list above.
# Every second line gives: IL2 activator	TGFb inhibitor	EPAC2 agonist	ATXN viability	Nrf2 ARE act	A549 viability	HepG2 viability	Nrf2 inh	ATXN2 expr inh
- CCC(c1nnnn1C1CCCC1)N1CCC(C(N)=O)CC1 (stereo not given)
    0.2	2%	16%	i	3.3%	3%	-23%	4%	-19%
- Cc1c(NS(=O)(=O)c2cccc(C(=O)NCc3ccccc3Cl)c2)c(=O)n(-c2ccccc2)n1C
    0.0	-19%	-1%	i	-0.8%	-1%	-3%	-8%	-9%
- CCN(C(=O)COC(=O)CNC(=O)C12CC3CC(CC(C3)C1)C2)C1CCS(=O)(=O)C1 (stereo not given)
    0.1	14%	7%	i	-1.0%	1%	-8%	?	/
- C=CCNCCCOc1ccc(Cl)cc1C(C)(C)C
    -6.2	?	-1%	i	3.8%	0%	-66%	0%	-24%
- COc1ccc(OC)c(S(=O)(=O)NC2CC(=O)N(c3cccc(F)c3)C2)c1 (stereo not given)
    1.0	1%	4%	i	-0.2%	-2%	6%	14%	6%

# Next section.
SMILES,IL2 activator,TGFb inhibitor,EPAC2 agonist,ATXN viability,Nrf2 ARE act,A549 viability,HepG2 viability,Nrf2 inh,ATXN2 expr inh
NC(=O)c1ccccc1NC(=O)c1ccccc1F,0.3,-1%,10%,i,0.2%,-3%,-10%,10%,6%
O=C(Nc1ncc([N+](=O)[O-])s1)c1ccccc1Br,0.8,?,2%,?,14%,?,-31%,?,/
Cc1cccc2nc(CSc3nc4ccccc4o3)cn12,-0.4,-4%,9%,i,3.7%,19%,-32%,7%,19%
O=C(O)c1c[nH]c(=O)c2ccccc12,-4.6,-2%,-4%,i,0.0%,2%,-1%,4%,/
O=c1c2sc3ccccc3c2n(Cc2cccc(Cl)c2)c(=O)n1Cc1ccco1,/,-3%,/,i,3.4%,2%,-47%,1%,4%
CCOC(=O)CNC(=O)CSc1nc(-c2ccc(OC)cc2)ns1,-1.0,15%,8%,?,0.0%,3%,-36%,-24%,0%
CCOCCc1nnc(NC(=O)Cc2ccc(Br)cc2)s1,-1.9,1%,0%,i,0.3%,3%,8%,-23%,-5%
C[C@@H]1C[C@H]2[C@@H]3CCC4=CC(=O)C=C[C@]4(C)[C@@]3(F)C(O)C[C@]2(C)[C@@]1(O)C(=O)CO (stereo not given in full),/,6%,/,/,/,-1%,5%,0.0052µM*,/
Cc1cccc(CSC2=CS(=O)(=O)c3ccccc3N2)c1,-3.3,-10%,14%,i,-0.1%,0%,-1%,?,-15%
NC(=O)C1=C[C@@H](c2coc3ccccc3c2=O)C[C@@H](OCCCCO)O1,-0.2,-2%,4%,i,3.0%,1%,-5%,-20%,-3%
O=C(CNC(=S)N(CCCN1CCOCC1)Cc1cccs1)NCc1ccc(Cl)cc1,-0.2,?,16%,i,2.0%,-13%,-45%,/,/
COc1cc(C(=O)Nc2cccc(-n3cnnn3)c2)cc(Cl)c1OC,-4.3,-4%,-5%,i,3.4%,0%,-1%,?,-14%
CNc1ncc(-c2nnnn2-c2ccccc2)c(-c2ccccc2)n1,-0.3,0%,7%,?,-1.0%,-13%,-2%,-15%,/

# Profiles as entered above. Screens in order: IL2 activator	TGFb inhibitor	EPAC2 agonist	ATXN viability	Nrf2 ARE act	A549 viability	HepG2 viability	Nrf2 inh	ATXN2 expr inh
# Results for CNc1ncc(-c2nnnn2-c2ccccc2)c(-c2ccccc2)n1 = -0.3	0%	7%	?	-1.0%	-13%	-2%	-15%	/
# Results for O=C(Nc1ncc([N+](=O)[O-])s1)c1ccccc1Br = 0.8	?	2%	?	14%	?	-31%	?	/
# Results for O=c1c2sc3ccccc3c2n(Cc2cccc(Cl)c2)c(=O)n1Cc1ccco1 = /	-3%	/	i	3.4%	2%	-47%	1%	4%
# Results for O=C(CNC(=S)N(CCCN1CCOCC1)Cc1cccs1)NCc1ccc(Cl)cc1 = -0.2	?	16%	i	2.0%	-13%	-45%	/	/
# Results for COc1cc(C(=O)Nc2cccc(-n3cnnn3)c2)cc(Cl)c1OC = -4.3	-4%	-5%	i	3.4%	0%	-1%	?	-14%
